Bioassay records: PubChem BioAssay, National Center for Advancing Translational Sciences (NCATS)
Pf growth 48h: inhibits P. falciparum growth in the first generation, 48 h | P. falciparum luciferase growth in erythrocytes, 48 h | 310,000 tested, 5.9% active | AID 504832 | Potency, µM (top dose mostly 28.7 µM), inactives show at the top dose activity change, negative = inhibition, most hits filed as inhibitors; also: potency is read from the fitted curve at half-maximal effect; % is scaled to controls: 0 for no effect and ±100 for the full control effect
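Luminescence readout; reporter = integrated firefly luciferase in P. falciparum. RBC culture at 2% hematocrit, 0.1% parasitemia final, 37 C/5% CO2; decreased signal taken as growth inhibition.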
HCV inh: blocks hepatitis C virus; Huh7.5.1 HCVcc-Cre infection, luciferase reporter, 44 h; Potency, µM (highest dose often 41.8 µM), without a hit: at the highest dose activity change, negative = inhibition, hits mostly inhibitors; 340,000 tested, 3.4% active; AID 651820; also: potency is read from the fitted curve at half-maximal effect; % is scaled to controls: 0 for no effect and ±100 for the full control effect
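After 44 h co-culture of compound, cells and HCVcc-Cre (~0.5 moi), substrate is added for 15 min at room temperature and luciferase measured over 15 sec. Cells were seeded at 1,000/well and pre-cultured 4 h.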
Pf growth 96h: inhibits malaria parasite growth, 96 h | P. falciparum luciferase reporter growth, 96 h | Potency, µM (doses to about 28.7 µM), without a hit: top-dose activity change, negative = inhibition, most hits filed as inhibitors | 320,000 tested, 6.9% active; also: potency is read from the fitted curve at half-maximal effect; % is scaled to controls: 0 for no effect and ±100 for the full control effect
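Luminescence readout: decreased luciferase signal marks inhibited growth of reporter-expressing P. falciparum in infected red cells (2% hematocrit, 0.05% parasitemia final), exposed to compound two generations (96 h, 37 C, 5% CO2).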
Shiga inhibitor: inhibitors of Shiga toxin in Vero cells | AID 2315 | inhibition, % at 38.7 µM | Vero cells, Shiga toxin protein synthesis inhibition reporter | 290,000 tested, 9.2% active; in the data active = inhibition mostly above about 28%, no sharp cut-off; inactive = mostly below about 43%; also: 0% is about no effect
Giardia FBPA inh: inhibitors of Giardia lamblia fructose-1,6-bisphosphate aldolase; A8B2U2; Potency, µM (series often up to 59.6 µM), without a hit: top-dose activity, negative = inhibition, hits mostly inhibitors; purified Giardia FBPA; AID 2451; 290,000 tested, 0.71% active; also: potency is read from the fitted curve at half-maximal effect; % is scaled to controls: 0 for no effect and ±100 for the full control effect; nearly all actives have a fitted effect of over 55% in size
Target sequence (A8B2U2 whole entry, looked up): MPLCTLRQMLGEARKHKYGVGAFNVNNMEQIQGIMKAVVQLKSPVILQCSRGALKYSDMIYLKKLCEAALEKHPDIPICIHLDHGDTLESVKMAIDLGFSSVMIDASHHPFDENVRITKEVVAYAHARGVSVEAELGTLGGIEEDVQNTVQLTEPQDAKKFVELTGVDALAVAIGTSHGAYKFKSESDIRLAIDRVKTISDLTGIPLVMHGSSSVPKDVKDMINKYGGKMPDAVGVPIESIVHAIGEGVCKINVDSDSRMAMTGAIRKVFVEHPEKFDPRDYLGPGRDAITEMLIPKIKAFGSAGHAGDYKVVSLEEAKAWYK
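40 nM FBPA preincubated 10 min at RT with compound (up to 57.5 uM final), then substrate plus GAPDH/TPI/NAD/arsenate coupling and diaphorase/resazurin added. Fluorescence read after 20 min at RT, 525/598 nm.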
Cycloheximide cs: counter-screen hit for Shiga toxin inhibitors, cycloheximide; 300,000 tested, 12% active; max response, %; cell reporter, cycloheximide protein synthesis inhibition counterscreen; in the data active = max response mostly above about 13%, no sharp cut-off; inactive = mostly below about 14%; also: read at 38.3 µM for the half of the compounds with a filed dose; 0% is about no effect
* marks the source's active call; other numbers are inactive results; u = inconclusive; x = not tested or not shown; [ ] = dose if it differs, or a comment. Unless noted, calls follow the shape of the dose curve; as a rule, active = well fitted curve in the direction sought with a large enough effect; inconclusive = small, poorly fitted or top-dose-only effect, or another doubt; inactive = no such curve, though single readings can be large; an effect the other way counts as inactive or inconclusive.

SMILES	Pf growth 48h	HCV inh	Pf growth 96h	Shiga inhibitor	Giardia FBPA inh	Cycloheximide cs
COc1ccc(NS(=O)(=O)c2cccc(C(=O)NCc3cccnc3)c2)cc1	u	-20.3%	-3.1%	x	x	x
Cc1ccc(N=CNc2ccc(C)cc2C)c(C)c1	1.4%	-18.6%	2.2%	-2.5	1.9%	-1.9
CC(C)C(NC(=O)c1ccco1)C(=O)OCC(=O)Nc1ccc(C(N)=O)cc1 (configuration not stated)	0.3%	5.4%	14.8%	-22.3	1.2%	-2.6
Cc1cc(C)c(C)c(C(=O)C2OC(=O)C(C)(C)C(=O)C2(C)C)c1C (configuration not stated)	-25.4%	-11.4%	u	-7.1	-2.3%	-2.5
CCOC(=O)CSc1nnc(C)n1N	1.2%	1.2%	u	-6.0	-16.0%	-1.6
O=C(c1cc(-c2ccco2)nc2ccccc12)N(Cc1nnc(-c2ccc(Cl)cc2)o1)C1CC1	4.15µM*	u	2.08µM*	x	x	x
CCOC(=O)c1c(C)nc2sc3c(=O)n(-c4ccc(C(C)=O)cc4)nnc3c2c1-c1ccc(OC)cc1	u	8.91µM*	-13.7%	-13.0	7.2%	-1.9
COc1ccc(-c2nnc(CSc3nc4ccccc4c(=O)n3CC(C)C)o2)cc1OC	10.7%	u	63.7%[activator]	-21.5	-2.8%	-1.9
O=C(Cc1ccc(Cl)cc1)NC1CCCCCC1	68.8%[activator]	-5.4%	32.2%[activator]	20.7	5.2%	20.2*
CC(=O)OC(COc1ccccc1)Cn1cnc2ccccc21 (configuration not stated)	-13.4%	-1.6%	92.5%[activator]	25.5	0.2%	4.9
Cc1cc(C)cc(NC(=S)NCCSc2ccc(Cl)cc2)c1	u	u	28.6%	-2.5	1.6%	-2.3
CCC(=O)Nc1nonc1-c1nc2ccccc2n1Cc1cccc2ccccc12	u	u	5.22µM*	1.2	4.1%	8.1
O=C(c1ccc(Br)cc1)c1cc([N+](=O)[O-])ccc1N1CCOCC1	u	u	-17.8%	20.3	0.4%	-7.3
O=C(O)CCn1c(-c2ccccc2)cc2c1CCCC2=O	x	13.3%	0.3%	7.7	23.5%	-1.2
Cc1nnc(C)c2c(C)n(C(c3ccccc3)c3ccccc3)c(C)c12	u	u	x	-9.9	u	-2.7
Cc1ccc(NC(=O)C2(N3CCC3=O)CCCCC2)cc1	23.3%	9.1%	323.8%[activator]	-1.5	-0.3%	-2.1
CCc1nc(C)cn1S(=O)(=O)c1cc(C)c(OC)cc1C	x	-22.1%	u	-5.8	-4.4%	-2.9
CC(=O)NC(=S)Nc1ccccc1C(=O)NC1CCCCC1	-30.3%	2.1%	8.28µM*	18.5	-8.7%	-4.9
O=C(NC1CCCc2ccccc21)C1CCN(C(=O)c2sccc2-n2cccc2)CC1 (configuration not stated)	-16.1%	-18.0%	20.8%	-6.0	4.1%	-3.4
O=c1c2ccccc2nc(/C=C/c2ccc3c(c2)OCO3)n1CCCO	12.7%	-13.6%	30.7%[activator]	46.7	0.3%	23.9*
NNC(=O)c1csc(Cc2c(Cl)sc3ccc(Cl)cc23)n1	-4.2%	u	-18.5%	-5.9	15.6%	5.3
COC(=O)c1c(NC(=S)NN2CCN(C)CC2)sc2c1CCC(C)C2 (configuration not stated)	u	2.82µM*	u	-12.2	-0.7%	-6.5
Cc1ccc(NC2c3ncccc3C(=O)N2C2CCCCC2)cc1C (configuration not stated)	10.4µM*	-11.8%	33.1%	16.6	-3.7%	6.8
c1ccc(-c2[nH]ncc2-c2ccnc3ccccc23)nc1	x	x	x	-6.2	u	-5.9
CCOC(=O)CN1C(=O)C(Sc2n[nH]c(-c3ccc(C)cc3)n2)CCc2ccccc21 (configuration not stated)	u	u	11.7µM*	-4.6	-3.1%	2.7
CCc1c(C)sc(NC(=O)OC)c1C(=O)N1CCCCC1	-7.8%	17.2%	2.1%	51.5	-2.2%	1.9
COc1ccc(OCCc2nnc(N)s2)cc1	24.1%	-3.8%	56.4%[activator]	-1.8	-26.2%	-2.7
CC(C)CN(CCNC(=O)CC1Oc2ccccc2NC1=O)CC(C)C (configuration not stated)	x	10.5%	-12.4%	-15.0	4.1%	-4.4
CC(OC(=O)CCCCCN=C1NS(=O)(=O)c2ccccc21)C(=O)Nc1cc(Cl)cc(Cl)c1 (configuration not stated)	25.7%	u	29.1%	-8.6	-3.6%	-2.5
CCCCn1c(N)c(N(CC(C)C)C(=O)CSc2ccccc2C)c(=O)[nH]c1=O	2.4%	1.2%	u	x	x	x
O=C(NCCN1CCOCC1)c1ccc(/C=C2\Sc3ccccc3N(Cc3ccc(F)cc3)C2=O)cc1	11.7µM*	u	-13.1%	-4.2	1.0%	11.1
Cc1oc(-c2cccs2)nc1CN1CC[C@@](O)(c2ccccc2)[C@H]2CCCC[C@@H]21	0.0%	u	3.5%	-7.4	6.4%	-1.2
CCOC(=O)C1C(=O)NC(c2ccccc2)=NC1c1ccc(C(C)C)cc1 (configuration not stated)	29.7%	5.3%	0.0%	-9.8	6.6%	-6.0
O=C(CNc1ccccc1OC(F)F)N1CCc2ccccc21	326.6%[activator]	-18.0%	0.8%	45.0*	0.6%	32.0*
CN1C(=S)SC(C)(C)C1(C)NO (configuration not stated)	22.3%	8.3%	u	22.6	-4.5%	-1.2
Clc1ccc2c(N3CCNCC3)ccnc2c1	u	-0.1%	x	-8.5	-6.3%	-3.2

Structures from the list above containing an aryl methoxy group:
SMILES	Pf growth 48h	HCV inh	Pf growth 96h	Shiga inhibitor	Giardia FBPA inh	Cycloheximide cs
COc1ccc(NS(=O)(=O)c2cccc(C(=O)NCc3cccnc3)c2)cc1	u	-20.3%	-3.1%	x	x	x
CCOC(=O)c1c(C)nc2sc3c(=O)n(-c4ccc(C(C)=O)cc4)nnc3c2c1-c1ccc(OC)cc1	u	8.91µM*	-13.7%	-13.0	7.2%	-1.9
COc1ccc(-c2nnc(CSc3nc4ccccc4c(=O)n3CC(C)C)o2)cc1OC	10.7%	u	63.7%[activator]	-21.5	-2.8%	-1.9
CCc1nc(C)cn1S(=O)(=O)c1cc(C)c(OC)cc1C	x	-22.1%	u	-5.8	-4.4%	-2.9
COc1ccc(OCCc2nnc(N)s2)cc1	24.1%	-3.8%	56.4%[activator]	-1.8	-26.2%	-2.7

2 records picked at random from those above:
SMILES	Pf growth 48h	HCV inh	Pf growth 96h	Shiga inhibitor	Giardia FBPA inh	Cycloheximide cs
COc1ccc(OCCc2nnc(N)s2)cc1	24.1%	-3.8%	56.4%[activator]	-1.8	-26.2%	-2.7
O=C(NCCN1CCOCC1)c1ccc(/C=C2\Sc3ccccc3N(Cc3ccc(F)cc3)C2=O)cc1	11.7µM*	u	-13.1%	-4.2	1.0%	11.1

Remaining list, next part:
SMILES	Pf growth 48h	HCV inh	Pf growth 96h	Shiga inhibitor	Giardia FBPA inh	Cycloheximide cs
O=C(Nn1c(Cc2cccs2)nc2ccccc2c1=O)c1cccs1	37.6%[activator]	4.1%	x	-2.4	12.3%	-2.7
CC(C)(C)S(=O)(=O)/C(C#N)=N/Nc1ccc(Cl)cc1	u	u	-7.6%	-10.9	-0.4%	9.6
CCOC(=O)C1=C(CSc2nnnn2C)N(C)C(=O)NC1c1ccccc1 (configuration not stated)	11.6%	14.0%	x	-17.1	0.4%	-4.9
COc1ccc(S(=O)(=O)NC(C)C(=O)NCc2ccccn2)cc1OC (configuration not stated)	18.2%	11.5%	-19.5%	2.0	-1.8%	-4.8
CCOC(=O)Cc1n[nH]c(=O)c2ccccc12	20.7%	-8.7%	u	-10.2	0.8%	15.0
O=C1OCc2ccc(NC(=O)C3CCCCC3)cc21	30.7%[activator]	u	20.2%	-14.4	0.7%	-0.9
Cc1ccc(CCc2nnc(SCC(=O)Nc3ccccc3Cl)n2-c2ccccc2)o1	-8.7%	-23.6%	-24.0%	-13.9	1.5%	-2.9
C=CCN(c1ccccc1)S(=O)(=O)c1cccc(C(=O)N2CC(C)CC(C)C2)c1 (configuration not stated)	u	7.08µM*	u	4.0	x	-2.3
O=C(Oc1cc(=O)n2ccccc2n1)c1ccccc1	2.8%	14.8%	27.6%	-1.4	-4.5%	-1.8
O=C(NNC(=S)Nc1ccccc1Cl)c1ccccc1Cl	-2.5%	11.6%	u	-7.6	x	-2.3
CC(C)NC(=O)CSc1nc(Cc2ccccc2)nc2ccccc12	u	u	u	x	4.1%	-3.7
COC(=O)c1[nH]c2cc(OC)ccc2c1NC(=O)CN1CCC(C(N)=O)(N2CCCCC2)CC1	u	-15.4%	u	9.8	-0.1%	-0.6
Cc1[nH]nc(-c2ccc(OCc3cnn(-c4ccccc4)c3)cc2O)c1Oc1ccc(F)cc1	u	u	9.28µM*	-6.5	x	-2.2
CC1C(O)=C(c2nc3ccccc3[nH]2)C(=N)N1c1ccccc1 (configuration not stated)	75.4%[activator]	u	-21.2%	128.1*	29.3%	24.2*
C/C(=N\Nc1cc(Cl)nc(C)n1)c1ccc(Cl)c(Cl)c1	u	-15.6%	-0.7%	-1.1	-2.2%	-3.2
O=C(CCC(=O)N1CCSc2ccccc21)NCc1cccc(Br)c1	-8.0%	-29.7%	7.6%	-6.7	-10.3%	-1.3
Cn1ncc(C#N)c1NC(=O)C1CC(c2ccc(Cl)cc2)=NO1 (configuration not stated)	11.8%	7.5%	37.4%[activator]	-11.9	x	-2.8
CC(OC(=O)c1ccc([N+](=O)[O-])s1)C(=O)NC1CCCCC1C (configuration not stated)	13.1µM*	u	u	x	x	x
COc1ccc(NC(=O)CCc2ccccc2)cc1NC(=O)c1ccco1	4.2%	u	u	-9.7	0.4%	0.2
CC1=CC(C)[C@H](/C=N/n2c(=O)[nH]c3c([nH]c4ccc(Br)cc43)c2=O)C(C)C1 (some centres not stated)	u	9.2%	u	-15.8	-1.4%	-3.6
O=C(CC1SC(=O)N(c2ccccc2)C1=O)Nc1ccc(Br)cc1 (configuration not stated)	-14.5%	-7.4%	38.0%[activator]	50.9*	-9.9%	23.9*
O=C(COC(=O)c1ccc(Cl)nc1)NC(=O)c1ccc(OC(F)F)cc1	36.5%	-16.8%	1.8%	x	x	x
COc1ccc(-n2nc(C(=O)NCC(=O)N3CCN(Cc4ccc5c(c4)OCO5)CC3)c3ccccc3c2=O)cc1OC	u	-4.2%	128.2%[activator]	-14.1	1.4%	-3.1
O=C(COC(=O)C1=COCCO1)Nc1cc(S(=O)(=O)N2CCCCC2)ccc1Cl	14.4%	-17.6%	u	16.2	0.6%	-0.6
CCCOc1ccc(N2C(=O)CC(NCc3ccc(S(N)(=O)=O)cc3)C2=O)cc1 (configuration not stated)	17.6%	9.1%	u	-3.4	-9.1%	2.1
Cc1ccc(-c2csc(N/N=C/C=C/c3ccccc3)n2)cc1	u	-15.8%	0.0%	49.2	-1.0%	16.3*
COc1ccccc1N1CCN(/N=C/c2cc([N+](=O)[O-])ccc2Cl)CC1	-8.3%	-3.5%	-10.2%	-7.2	2.6%	-0.4
Cc1cc(Cl)cc(Br)c1OCCCNCC(C)O (configuration not stated)	u	-24.8%	-2.8%	-5.8	0.3%	-4.0
CCOC(=O)Cc1nnc(NC(=O)C(CC)Sc2nc(C)cc(C)n2)s1 (configuration not stated)	x	5.4%	-16.4%	-9.8	5.2%	-8.7
C=CCc1cccc([C@@H]2[C@@H](C)CC[C@H]3C(=O)N4[C@@H](c5cc(OC)c(OC)c(OC)c5)c5[nH]c6ccccc6c5C[C@H]4C(=O)N23)c1	4.15µM*	7.5%[8.37 µM]	u	-4.9	-11.5%	-2.8
COc1ccc(CN(C(=O)c2ccc(-c3ccccc3)[nH]2)C(C(=O)NCC2CCCO2)c2ccc(C)o2)cc1 (configuration not stated)	8.28µM*	-19.0%	6.57µM*	-7.1	-23.6%	-3.0
Cc1cc(N2C(=O)C3CC=CCC3C2=O)no1 (configuration not stated)	37.8%[activator]	19.9%	32.2%[activator]	13.0	6.0%	4.7
